SENP8 block-1: blocks human SENP8 cleavage of Nedd8 substrate; Q96LD8; recombinant SENP8, Nedd8 substrate fluorescence; inhibition, % at 20 µM; 0.64% of 360,000 active; AID 602440; in the data active = inhibition mostly above about 40%, no sharp cut-off; inactive = mostly below about 27%
beta cell repl: inducers of beta-cell replication in MIN6 cells; MIN6 cells proliferation, ATPlite luminescence, 48 h; cells starved in 0.2% serum; 100% = growth in 10% serum; proliferation, % at 10 µM; 0.29% of 330,000 active;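 active = compounds whose signal lies at least 3.5 SD above the mean of all wells on their plate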;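 note: 0% = DMSO-treated cells in low-serum medium and 100% = 10% serum control; some compounds called inactive have numbers as strong as hits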
SENP7 block: inhibitors of human SENP7 protease. Q9BQF6. recombinant SENP7, Z-RLRGG-aminoluciferin luminescence, 40 min. inhibition, % at 5 µM. 1.5% of 330,000 active;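 active = inhibition above about 50% at the single test dose, limit read from the data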;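 note: plate controls were DMSO with enzyme for no effect and no enzyme buffer wells for full effect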
SENP8 block-2: blocks the human protease SENP8; 1.2% of 330,000 active; AID 2540; purified SENP8, Z-RLRGG-aminoluciferin cleavage, luminescence; inhibition, % at 10 µM; in the data active = inhibition above about 50%
UBC13 polyUb: inhibitors of human UBC13 polyubiquitin chain formation. P61088. TR-FRET. inhibition, % at 20 µM. 0.47% of 330,000 active. AID 485273; in the data active = inhibition above about 45%, passing the limit was not always enough
SENP6 inh: SENP6 protease inhibition; Q9GZR1; Recombinant SENP6 catalytic domain, aminoluciferin luminescence; inhibition, % at 10 µM; 1.8% of 330,000 active; AID 2599;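 active = inhibition above about 50% at the single tested dose, limit read from the data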;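 note: plate controls were DMSO wells with enzyme for no effect and DMSO wells lacking enzyme for full effect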
PfGluPho inh: PfG6PD (Plasmodium falciparum) enzyme inhibition | 0.78% of 350,000 active | AID 504690 | PfGluPho enzyme, NADPH resazurin-diaphorase fluorescence | inhibition, % at 20 µM;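 active = inhibition reaching at least a set limit at 20 µM in the primary screen, cut at about 59% in these data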;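 note: 0% = DMSO wells with substrate and 100% = DMSO wells lacking glucose-6-phosphate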
SENP1 inh: SENP1 (human) catalytic domain inhibition. Q9P0U3. recombinant SENP1 catalytic domain, CyPet-SUMO1-YPet FRET cleavage. inhibition, % at 10 µM. 0.21% of 360,000 active;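 active = inhibition at least 30% at 10 µM, raw YFP signal under a set limit, fluorescence ratio 0.5 to 1.5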;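 note: 0% = enzyme with DMSO and 100% = no enzyme wells; some results filed as inactive read as strong as hits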
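Controls: no-enzyme wells low, DMSO-plus-enzyme wells high control. Test system: human recombinant His6-tagged SENP1 catalytic domain enzyme. Reagent: SFCypet-SUMO1-SFYpet FRET protein substrate, 25 nM final. Doses: one dose per compound, 10 µM, 0.5% DMSO. Detection: FRET, CFP and YFP emission. Timing: 50 min reaction at room temperature.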
HKDC1 inh: inhibitors of human hexokinase HKDC1. recombinant HKDC1, G6PDH/diaphorase resazurin coupled fluorescence. inhibition, % at 20 µM. Q2TB90. 0.16% of 340,000 active;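 active = inhibition above about 35% when tested at 20 µM, limit read from the data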;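 note: plate controls were DMSO wells with enzyme for no effect and DMSO wells lacking enzyme for full effect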
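Test system: Recombinant HKDC1 (HK5) hexokinase enzyme, produced in-house | Input: HKDC1 at 5 µg/mL | Buffer or medium: Tris pH 8.0 buffer with MgCl2, Tween-20, BSA, BME | Schedule: 90 min reaction incubation at room temperature, dark | Technique: Resazurin-to-resorufin fluorescence via G6PDH and diaphorase coupling, 525/613 nm | Controls: DMSO wells with and without enzyme mix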
* hit, by the source's call; i = inactive; nt = not tested or not shown; & = joins results of further samples; ! = repeats disagree. An excerpt; rates above refer to the full screens.

SMILES	SENP8 block-1	beta cell repl	SENP7 block	SENP8 block-2	UBC13 polyUb	SENP6 inh	PfGluPho inh	SENP1 inh	HKDC1 inh
CC(Cc1cccc(C(F)(F)F)c1)NCCOC(=O)c1ccccc1 (configuration not stated)	4&15	-5	0	-5	13	-11	6&3	-1&3	-5&-3
CN(C)S(=O)(=O)n1cc(/C=C(\NC(=O)c2ccccc2)C(=O)NCCCn2ccnc2)c2ccccc21	11	-2	1	0	2	-3	3	1	-5
COc1ccc(-c2oc3c(CC=C(C)C)c(O[C@@H]4O[C@H](CO)[C@@H](O)[C@H](O)[C@H]4O)cc(O)c3c(=O)c2O[C@@H]2O[C@@H](C)[C@H](O)[C@@H](O)[C@H]2O)cc1	nt	-1	-4	14	19	-6	nt	nt	nt
CN[C@@H]1[C@H](O)[C@H](NC)[C@H]2O[C@@]3(O)C(=O)C[C@@H](C)O[C@H]3O[C@@H]2[C@H]1O	10	-2	-2	-3	-9	1	0	1	-8
O=C(O)Cc1cn(-c2ccccc2)nc1-c1ccc(Cl)cc1	-1	-4	-4	-6	-10	-26	2	3	-9
CCCOc1ccc(C(=O)OCCN(CC)CC)cc1N	-14	-2	7	-3	10	6	-15	-1	0
Cc1scc2c1N(C(=O)CN1CCN(C)CC1)c1ccccc1NC2=O	2	-4	-1	3	-5	6	-3	0	-2
O=[N+]([O-])c1cncn1CCN1CCOCC1	14	nt	nt	nt	nt	nt	1	4	-3
O=C(NC1CCN(CCc2c[nH]c3ccccc23)CC1)c1ccccc1	-2	-1	13	-1	11	15	-9	-7	1
O=C1NC(=S)S/C1=C\C=C\c1ccc([N+](=O)[O-])o1	36	nt	nt	nt	nt	nt	34	27	38*
CCN(CC)CC1CCCCN1CC(=O)N1c2ccccc2C(=O)Nc2cccnc21 (configuration not stated)	nt	1	-4	14	5	9	nt	nt	nt
N=c1nc(N2CCCCC2)cc(N)n1O	11&7	-3&-2	3&1	8&3	6&-10	-10&-16	-9&-16	1&1	-3&3
C=C[C@H]1CN2CCC1C[C@H]2[C@H](O)c1ccnc2ccc(OC)cc12 (some centres not stated)	-201	-2	0	11	7	-8	-2	0	0
CN(C)CC/C=C1/c2ccccc2COc2ccc(CC(=O)O)cc21	15	-2	5	-4	3	6	-10	1	-3
COc1ccc(C(=O)c2ccccc2)c(O)c1	3	1	0	0	4	2	2	-1	-1
CCCC1(c2ccccc2)NC(=O)N(CC(=O)N(C)Cc2c(F)cccc2Cl)C1=O (configuration not stated)	-7	0	-5	4	-2	-7	5	1	-3
CCCC(=O)O[C@]1(C(=O)CCl)[C@@H](C)C[C@H]2[C@@H]3CCC4=CC(=O)C=C[C@]4(C)[C@@]3(F)C(=O)C[C@@]21C	8	2	-6	7	-1	-6	2	3	-1
C[C@H](O)CC(=O)O	10&7	3	7	5	-1	4	-57&-45	0&-2	5&-2
Nc1c2ccccc2nc2ccccc12	i	-9&-4	2&3	11&1	-21&-27	7&1	-11&-3	-27&-40	-1&-3
O=C(c1ccccn1)N(Cc1cccs1)C1(C(=O)NC2CCCCC2)CCCCC1	14	1	-2	-6	-9	-20	-7	0	-3
CCCCCCCCCCCCCCCC(O)C(N)CO (configuration not stated)	13	-8	-10	-8	111*	-10	-7	0	-7
CCc1cccc(CC)c1NC(=O)CN(CC(=O)O)CC(=O)O	2	-1	2	3	-16	7	3	14	-9
CN(C)c1ccc2nc3ccc(=[N+](C)C)cc-3sc2c1	66*	-6	16	34	i	32	112*	5	36*
CC(C)NNC(=O)c1ccncc1	4	8	3	1	0	-18	-7	-1	0
Cc1nc2c3ccccc3nc(NNC(=O)CCC(=O)N3CCN(c4ccccc4F)CC3)n2n1	3	-2	3	1	0	-1	-3	1	-3

Gathered by group: the entries above containing four or more nitrogen atoms
SMILES	SENP8 block-1	beta cell repl	SENP7 block	SENP8 block-2	UBC13 polyUb	SENP6 inh	PfGluPho inh	SENP1 inh	HKDC1 inh
CN(C)S(=O)(=O)n1cc(/C=C(\NC(=O)c2ccccc2)C(=O)NCCCn2ccnc2)c2ccccc21	11	-2	1	0	2	-3	3	1	-5
Cc1scc2c1N(C(=O)CN1CCN(C)CC1)c1ccccc1NC2=O	2	-4	-1	3	-5	6	-3	0	-2
O=[N+]([O-])c1cncn1CCN1CCOCC1	14	nt	nt	nt	nt	nt	1	4	-3
CCN(CC)CC1CCCCN1CC(=O)N1c2ccccc2C(=O)Nc2cccnc21 (configuration not stated)	nt	1	-4	14	5	9	nt	nt	nt
N=c1nc(N2CCCCC2)cc(N)n1O	11&7	-3&-2	3&1	8&3	6&-10	-10&-16	-9&-16	1&1	-3&3
Cc1nc2c3ccccc3nc(NNC(=O)CCC(=O)N3CCN(c4ccccc4F)CC3)n2n1	3	-2	3	1	0	-1	-3	1	-3

The listing picks up, repeating the four entries before the break.
SMILES	SENP8 block-1	beta cell repl	SENP7 block	SENP8 block-2	UBC13 polyUb	SENP6 inh	PfGluPho inh	SENP1 inh	HKDC1 inh
CCc1cccc(CC)c1NC(=O)CN(CC(=O)O)CC(=O)O	2	-1	2	3	-16	7	3	14	-9
CN(C)c1ccc2nc3ccc(=[N+](C)C)cc-3sc2c1	66*	-6	16	34	i	32	112*	5	36*
CC(C)NNC(=O)c1ccncc1	4	8	3	1	0	-18	-7	-1	0
Cc1nc2c3ccccc3nc(NNC(=O)CCC(=O)N3CCN(c4ccccc4F)CC3)n2n1	3	-2	3	1	0	-1	-3	1	-3
CCN(CCCCOC(=O)c1ccc(OC)c(OC)c1)C(C)Cc1ccc(OC)cc1 (configuration not stated)	4	-2	10	-3	14	-1	-2	2	-9
O=C(O)c1cc(=O)c2ccccc2o1	9	-3	-2	-8	-3	-10	2	0	-7
CC1(C)O[C@@H]2C[C@H]3[C@@H]4C[C@H](F)C5=CC(=O)C=C[C@]5(C)[C@@]4(F)[C@@H](O)C[C@]3(C)[C@]2(C(=O)CO)O1	17	4	7	4	13	5	-7	2	-3
Cn1ccc2cc3c(cc21)CCN3C(=O)Nc1cccnc1	-114	-4	10	8	-20	24	48	23	7
CCCCOc1cc(C(=O)OCCN(CC)CC)ccc1N	-6&7	-1	-6	-2	1	-17	-5&10	0&-3	-4&-4
COC(=O)N/N=C/c1c[n+]([O-])c2ccccc2[n+]1[O-]	-29	-2	0	2	-5	-8	14	59*	-2
COc1cc(N)c(Cl)cc1C(=O)N[C@H]1CCN(CCCOc2ccc(F)cc2)C[C@H]1OC	12	-4	-4	3	68*	-3	10	0	-1
C[C@H](CCC(=O)O)[C@H]1CC[C@H]2[C@@H]3[C@H](O)C[C@@H]4C[C@H](O)CC[C@]4(C)[C@H]3CC[C@]12C	10	-2	-5	-11	-20	-10	-24	0	-8
Cc1cc(=O)oc2cc(O)ccc12	-6	-3	-1	0	25	-22	-19	-161	7
O=C(Nc1cc(-c2ccccc2)nn1-c1ccccc1F)c1ccc([N+](=O)[O-])cc1	24	-5	0	2	7	-2	4	0	1
C/C(=N\NC(=S)NCc1ccccc1)C1CCCCC1	30	-5	0	-6	-4	0	-5	1	-1
CN(C)C/C=C(\c1ccc(Br)cc1)c1cccnc1	11	-4	0	3	3	-8	10	1	-7
CCCC(=O)O[C@]1(C(=O)COC(C)=O)CC[C@H]2[C@@H]3C[C@H](F)C4=CC(=O)C=C[C@]4(C)[C@@]3(F)[C@@H](O)C[C@@]21C	3	-1	8	-1	-9	-1	15	0	0
Nc1ncnc2c1c(-c1ccc(Oc3ccccc3)cc1)cn2C1CCCC1	-8	-8	-4	3	28	0	21	-1	8
C[C@@H]1C[C@H]2[C@@H]3CCC4=CC(=O)C=C[C@]4(C)[C@@]3(Cl)[C@@H](O)C[C@]2(C)[C@@]1(OC(=O)c1ccco1)C(=O)CCl	-4	-8	-7	0	-31	-28	-16	-3	1
CC(=O)Oc1ccc2c(C)cc(=O)oc2c1	-454	-2	-7	6	11	-10	-8	-122	-1
CN(C)CCCSc1ccccc1NC(=O)/C=C/c1ccccc1	nt	0	3	4	5	-4	nt	nt	nt
CCc1ccccc1OC[C@@H](O)CN[C@H]1CCCc2ccccc21	16	-8	-4	-2	37	13	-3	2	1
Cc1c(C)n(Cc2ccccc2)c2ccc(C(=O)OCCN(C)C)cc12	-28	-6	-2	-12	29	-20	-27	4	4
CC(C)(C)NCC(O)COc1cccc2c1CC(O)C(O)C2 (configuration not stated)	7	-4	-1	-8	-11	-3	3	-2	-1
CC(=O)OCC(=O)[C@@]1(O)CC[C@H]2[C@@H]3CCC4=CC(=O)C=C[C@]4(C)[C@@]3(F)[C@@H](O)C[C@@]21C	2	2	1	9	-3	5	-17	-1	5
CC1O[C@@H](OCC2O[C@@H](Oc3cc(O)c4c(c3)OC(c3ccc(O)cc3)CC4=O)[C@H](O)[C@@H](O)[C@@H]2O)[C@H](O)[C@H](O)[C@H]1O (some centres not stated)	28	1	-6	-4	4	13	1	4	3
C=C[C@H]1CN2CC[C@H]1C[C@H]2[C@H](O)c1ccnc2ccc(OC)cc12	-108&-114	-2&1	-1&-9	-9&-9	7&5	-1&-2	-2&-1	-1&1	-2&-3
CCC(C(=O)Nc1ccccc1N1CCCC1)c1ccccc1 (configuration not stated)	13	4	4	-4	-5	-9	0	-1	3
CCCCN(CCCC)CCCOC(=O)c1ccc(N)cc1	7	-3	-6	6	7	-6	-3	3	-7
O=C1c2c(O)ccc(O)c2C(=O)c2c(NCCNCCO)ccc(NCCNCCO)c21	51*	-8	15	17	34	13	62*!	1&3	4&7
COc1cc(C2Oc3cc(C4Oc5cc(O)cc(O)c5C(=O)C4O)ccc3OC2CO)ccc1O (configuration not stated)	13	0	-4	5	11	4	0	3	0
CCCCCCCCCCCCCCC[C@@H](O)[C@@H](N)CO	9	nt	nt	nt	nt	nt	12	0	-4
CC[C@]12CCCN3CCc4c(n(c5ccccc45)[C@](O)(C(=O)OC)C1)[C@@H]32	-241	0	-2	-16	5	1	1	-18	-9
CC(C)(C)NCC(O)COc1cccc2c1C[C@H](O)[C@H](O)C2 (some centres not stated)	11	-1	5	1	6	-8	-21	-2	-9
